Bioassay records: PubChem, several laboratories
EP2 mod – modulators of human EP2 prostaglandin E2 receptor | AID 940 | induction, % at 25 µM | 260,000 compounds, 0.83% hits | EP2-expressing cells, cAMP HTRF FRET, PGE2 co-stimulation;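 active = compounds whose cAMP rise, as percent of the full-agonist control response, exceeds 60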;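 note: rat C6 glioma line stably carrying human EP2 under a CMV promoter; the protocol text gives 20 µM as final concentration; 100% = response of wells given 1 µM PGE2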
TRPN1 ag – agonists of zebrafish TRPN1 channel; 220,000 compounds, 0.18% hits; HEK293 zebrafish TRPN1-YFP, Fluo-8 calcium fluorescence; 100% = response to 87 µM carbachol; activation, % at 3 µM;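 active = activation above its plate's cutoff, the mean activation of test wells on that plate plus 3 SD, cut at about 19% in these data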;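 note: 0% = DMSO alone and 100% = 87 µM carbachol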
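Assay system: Zebrafish TRPN1-YFP in HEK293 cells | Incubation: Dye loading 1 h at 37 °C, then 30 min room temperature | Measured by: Kinetic Fluo-8 fluorescence, ex 470-495, em 515-575 nm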
CHOP inh – blocks CHOP induction under ER stress | 220,000 compounds, 3.8% hits | CHO-K1 CHOP-promoter luciferase, tunicamycin-induced, 15-18 h | inhibition, % at 10 µM;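 active = compounds that reduced the stress-induced luciferase reporter signal by more than about 70% of percent inhibition, limit read from the data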;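 note: 0% = tunicamycin plus vehicle and 100% = wells without tunicamycin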
NPY Y1 blocker – NPY-Y1 (human) receptor antagonism | P25929 | HEK293-CNG Y1 cells, membrane potential fluorescence; NPY at EC95, then isoproterenol | inhibition, % at 3.6 µM | 200,000 compounds, 1% hits;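 active = inhibition above the campaign mean inhibition of all tested compounds plus 3 SD, cut at about 20% in these data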;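 note: 0% = DMSO wells given NPY plus isoproterenol and 100% = isoproterenol alone without NPY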
Target sequence (P25929 whole entry, looked up): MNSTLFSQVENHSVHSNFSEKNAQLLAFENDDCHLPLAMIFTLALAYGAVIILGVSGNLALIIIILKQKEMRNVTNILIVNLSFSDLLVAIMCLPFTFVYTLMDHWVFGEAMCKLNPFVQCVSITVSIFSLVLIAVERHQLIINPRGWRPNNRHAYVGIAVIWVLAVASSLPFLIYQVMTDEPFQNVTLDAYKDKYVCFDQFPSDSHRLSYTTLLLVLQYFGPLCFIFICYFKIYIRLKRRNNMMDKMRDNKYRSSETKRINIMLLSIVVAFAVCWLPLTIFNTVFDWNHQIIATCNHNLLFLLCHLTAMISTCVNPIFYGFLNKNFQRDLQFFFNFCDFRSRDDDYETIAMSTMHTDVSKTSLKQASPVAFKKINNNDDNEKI
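Assay system: HEK293 Y1/CNG channel cell line; Doses: single compound dose of 3.6 µM, 0.4% DMSO; Timing: dye 3 h, compound 60 min room temperature, stimulation 45 min; Technique: Membrane-potential fluorescent dye readout; Measure: % inhibition of NPY effect.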
TRPML3 ag – human mucolipin-3 channel agonism; Q8TDD5; 220,000 compounds, 0.29% hits; HEK293 TRPML3-YFP, Fluo-8 calcium fluorescence; 100% = the carbachol control signal; activation, % at 3 µM;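 active = activation above its plate's cutoff, the mean activation of the plate's test wells plus 3 SD, cut at about 12% in these data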;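 note: 0% = DMSO only wells and 100% = carbachol wells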
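Test system: TRPML3-YFP stable HEK293 cells. Doses: single point at 3 µM. Incubation: dye loading 1 h 37 °C then 30 min ambient, 125 s read. Signal: Fluo-8 calcium dye fluorescence, ex 470-495, em 515-575 nm. Measure: percent activation from peak-to-basal fluorescence ratio, scaled between DMSO and carbachol.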
S1P4 antagonist – blocks the human S1P4 receptor; O95977; S1P4-expressing cells, antagonist mode, reporter read-out; inhibition, % at 4.98 µM; 220,000 compounds, 0.26% hits; in the data active = inhibition above about 29%;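 note: 0% = wells stimulated with agonist and 100% = vehicle wells without agonist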
NPY-Y2 PAM-ag – potentiates or activates human NPY-Y2 receptor; cells expressing NPY-Y2, potentiator/agonist read-out; AID 1359; activation, % at 3.6 µM; 220,000 compounds, 0.45% hits; in the data active = activation above about 27%;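 note: cells stimulated with NPY near EC25 plus isoproterenol at EC100; 0% = vehicle plus submaximal agonist and 100% = vehicle plus saturating agonist; some results beyond the cut were filed as inactive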
Target sequence (P49146 whole entry, looked up): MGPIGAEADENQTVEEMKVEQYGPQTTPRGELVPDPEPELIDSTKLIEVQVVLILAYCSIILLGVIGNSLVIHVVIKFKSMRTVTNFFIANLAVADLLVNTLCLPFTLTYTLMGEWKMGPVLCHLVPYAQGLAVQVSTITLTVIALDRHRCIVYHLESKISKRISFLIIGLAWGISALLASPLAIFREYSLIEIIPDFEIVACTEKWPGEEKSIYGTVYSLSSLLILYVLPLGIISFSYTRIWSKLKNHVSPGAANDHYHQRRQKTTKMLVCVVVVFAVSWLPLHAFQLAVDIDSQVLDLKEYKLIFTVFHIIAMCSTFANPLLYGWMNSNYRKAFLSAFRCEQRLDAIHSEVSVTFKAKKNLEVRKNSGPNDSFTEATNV
NPY-Y1 PAM-ag – human NPY-Y1 potentiation or agonism, primary screen; P25929; NPY-Y1 expressing cells, potentiator/agonist activation; activation, % at 3.6 µM; 220,000 compounds, 0.37% hits; AID 1304; in the data active = activation above about 33%, passing the limit was not always enough;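 note: cells stimulated with NPY at EC10 then isoproterenol at EC100; 0% = low agonist plus stimulus and 100% = saturating agonist plus stimulus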
S1P4 agonist – agonists of human S1P4 receptor; AID 1509; S1P4-expressing cell line, agonist reporter assay; 220,000 compounds, 0.35% hits; activation, % at 4.98 µM; O95977; in the data active = activation above about 11%;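 note: 0% = DMSO vehicle and 100% = reference agonist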
* = called active by the depositor; · = not tested or not shown; & = joins results of further samples.

mol,EP2 mod,TRPN1 ag,CHOP inh,NPY Y1 blocker,TRPML3 ag,S1P4 antagonist,NPY-Y2 PAM-ag,NPY-Y1 PAM-ag,S1P4 agonist
O=C(c1cc2c(s1)CCCC2)N1CCN(C(=O)C2CCCO2)CC1 (configuration not stated),9,0.3,29,-4,0.1,-4,0,-2,2.0
O=C1CCNc2ccc(-c3ccccc3)cc21,-19,2.9,8,2,2.1,-3,12,-23,2.3
c1ccc(CN2CCN(c3nc(-c4ccccn4)nc4ccccc34)CC2)cc1,-18,-0.7,-24,2,-0.3,-19,1,8,-0.2
Cn1nnnc1SCC(=O)c1cccs1,13,0.9,-10,4,0.5,14,-6,-22,0.1
COc1cccc(-c2noc(-c3ccc4c(c3)OCO4)n2)c1,-20,4.8,-16,1,1.7,12,-16,-8,0.4
O=C(Nc1ncc2c(n1)-c1ccccc1OC2)c1ccc(F)cc1,-46,-0.9,17,5,-1.1,-11,-17,-11,0.6
Cc1cnc(C)c(N2CCC(C(=O)NCc3cccs3)CC2)n1,21,0.1,27,4,0.3,5,-5,16,0.8
Cc1cc2ccccn2c1C(=O)c1ccc(Cl)c([N+](=O)[O-])c1,22,0.3,21,2,0.3,-13,8,-11,0.3
CC1=NN(c2ccc(C)cc2C)C(=O)C1C(c1ccccc1)C1C(=O)N(c2ccc(C)cc2C)N=C1C (configuration not stated),8,0.5,17,-3,-0.1,-4,-14,-31,-1.2
O=C(CS(=O)(=O)Cc1ccccc1)N1CCc2ccccc2C1,11,1.8,-16,0,0.9,-21,19,-31,0.4
FC(F)(F)c1cc(-c2cccs2)nc(-n2cc(Cl)cn2)n1,16,0.6,85*,14,0.8,3,0,-22,-1.1
CCOC(=O)C(Oc1ccc2c(-c3ccc(OC)cc3)cc(=O)oc2c1C)c1ccccc1 (configuration not stated),26,0.6,55,1,0.1,-14,-7,-2,-0.2
O=C(CO)N/N=C/c1ccccc1F,-10,-0.5,25,-2,-0.6,0,-6,16,-1.6
CCOC(=O)c1cn(CC(=O)Nc2cccc(F)c2)nn1,-3,1.2,10,10,0.1,-2,-5,-16,-0.1
N#CC1(c2nc3ccccc3[nH]2)CC1c1ccc2c(c1)OCO2 (configuration not stated),-1,0.9,-8,3,0.4,-4,-17,-22,2.4

Next part, overlapping the part above by 2 compounds.
mol,EP2 mod,TRPN1 ag,CHOP inh,NPY Y1 blocker,TRPML3 ag,S1P4 antagonist,NPY-Y2 PAM-ag,NPY-Y1 PAM-ag,S1P4 agonist
CCOC(=O)c1cn(CC(=O)Nc2cccc(F)c2)nn1,-3,1.2,10,10,0.1,-2,-5,-16,-0.1
N#CC1(c2nc3ccccc3[nH]2)CC1c1ccc2c(c1)OCO2 (configuration not stated),-1,0.9,-8,3,0.4,-4,-17,-22,2.4
COCCCNC(=S)Nc1ccc(CC(=O)O)cc1,-13,0.2,13,-4,0.8,1,4,10,0.0
COc1cccc(C2c3c(-c4ccccc4O)n[nH]c3C(=O)N2Cc2ccco2)c1 (configuration not stated),28,-1.6,13,·,-0.1,-21,-8,-11,0.3
NNC(=O)c1sccc1OCc1cccc(C(F)(F)F)c1,7,5.2,5,6,2.3,11,-18,-33,-0.2
CC(C)C(C)NC(=O)COc1ncnc2sccc12 (configuration not stated),-18,-0.7,7,1,-0.1,-1,-9,20,0.9
CCn1nnc(NC(=O)C(c2ccccc2)c2ccccc2)n1,25,-0.2,11,2,0.9,-26,9,9,1.8
O=C(N/N=C\c1ccccn1)c1ccccc1O,-5,3.8,2,-3,0.5,-2,-9,-7,0.6
Cc1ccc(NC(=O)COC(=O)CCC(=O)c2cccs2)cc1S(=O)(=O)N1CCOCC1,-3,1.7,-20,2,1.7,-5,-1,11,6.1
CCn1cc(C(=O)NCc2cccnc2)c2cc(OC)c(OC)cc2c1=O,-1,-0.7,-11,-1,0.6,0,-5,18,-0.5
NC(=O)CSc1cn(Cc2cccc(F)c2)c2ccccc12,2,-1.2,7,0,0.1,-10,-14,-2,1.1
Nc1sc(-c2ccccc2)cc1C(=O)N/N=C/c1ccc(Cl)cc1,-26,-0.5,-13,·,0.4,2,-2,31,0.3
Clc1ccc(N=c2ssnc2Cl)nc1,-76,1.4,103*,6,0.7,-5,4,2,1.4
O=C(O)c1cc(N2C(=O)C3CCCCC3C2=O)ccc1NCc1cccnc1 (configuration not stated),17,0.5,19,-2,1.2,-12,-1,7,0.6
COc1ccccc1CO/N=C/c1cccn1-c1nccc(N(C)C)c1C#N,-7,-0.5,18,11,0.5,4,-8,17,3.0
COc1ccc(-n2c(N)c(C(=O)NCC3CCCO3)c3nc4ccccc4nc32)c(OC)c1 (configuration not stated),-8,-0.7,24,3,0.6,-5,8,8,0.9
Nc1ncc2c(n1)-c1ccccc1CC2,4,0.1,21,2,-0.3,-17,5,11,0.9
O=C(CCc1nc(-c2ccccc2)no1)N1CCCC1,3,1.0,5,8,-0.6,0,-14,6,0.8
O=C(CSc1ncn[nH]1)NC1CC2CCC1C2 (configuration not stated),18,0.1,-15,1,0.2,3,-23,-4,1.7
COC(=O)C1C(=O)C2=C(CC1C)NC(=O)CC2c1cccc(C)c1 (configuration not stated),31,1.9,-1,-3,0.9,-15,6,20,-2.1
O=c1c2ccc(Cl)cc2nc(-c2cccc(C(F)(F)F)c2)n1O,-30,-1.6,74*,5,-1.4,-12,-4,-31,-0.1
CCCCNCCOCCOc1ccc(C)cc1Br,-39,-0.5,9,7,1.3,0,5,5,3.0
CCOC(=O)C(C)/C(C)=N/NC(=O)c1cc2ccccc2cc1O (configuration not stated),0,-0.4,16,-1,0.1,-25,5,-20,3.0
Cc1cc(C(C)(C)C)oc1C(=O)N(CC(=O)NC1CCCC1)Cc1ccccc1,20,1.6,50,12,-0.1,-14,-6,-13,0.2
COC(=O)CN(c1nc(C)c(Br)c(OC)n1)S(=O)(=O)c1ccc(C)cc1,42,-1.7,65,3,0.5,-6,5,-15,-2.2
O=C(CCN1c2ccccc2Sc2ccccc21)OCc1nnc(-c2ccccc2)o1,11,-1.9,16,7,0.8,-18,-12,-11,0.9
COC(=O)CSc1ccc2nnc(CCNS(=O)(=O)c3ccc(C)cc3)n2n1,5,1.9,15,3,0.4,13,-26,3,0.8
COc1cc(N2CCOCC2)ccc1C=C(C#N)C#N,-28,1.7,-8,2,1.2,14,-9,-6,-0.6
COc1ccc(NC(=O)c2c3c(nc4ccccc24)CCC3)cc1S(=O)(=O)N1CCOCC1,3,-0.2,-7,-9,0.1,2,1,-8,1.9
COCCCNC(=O)CN(c1cccc(Cl)c1C)S(C)(=O)=O,4,-0.9,9,-2,-0.8,-32,10,12,1.7
O=C(O)COCC(=O)NCc1nc(-c2ccc(C(F)(F)F)cc2)no1,1,-0.1,1,·,1.2,-7,6,4,-1.8
CCOc1ccc(-c2noc(CCCC(N)=O)n2)cc1OC,4,-0.4,5,5,0.9,-2,6,-4,2.9
O=C(Nc1cccnc1)c1ccc(CN2CCc3ccccc3C2)cc1,-61,8.3,32,-4,4.5,-4,7,-2,1.4
NCc1cccc(-n2cccn2)c1,6,-0.4,37,-6,0.9,-8,6,-20,-1.8
O=C(N/N=C/c1ccc(N2CCOCC2)cc1)c1ccc(O)cc1,-31,1.0,5,·,0.2,-4,9,19,0.3
CCc1ccc(S(=O)(=O)Nc2ccc(N3CCN(C)CC3)cc2)cc1,-33,1.7,12,·,1.0,-25,1,-7,0.0
O=C(c1cccnc1)N1CCN(S(=O)(=O)c2ccc(S(=O)(=O)N3CCCC3)cc2)CC1,6,-0.4,6,-6,1.0,10,8,13,-1.9
COc1ccc(-c2noc(CCCC(=O)NCCc3ccccc3)n2)cc1OC,-23,2.7,54,-2,0.0,-5,-15,-38,0.0
O=C(O)CSCCn1cccn1,19&-1,-0.4,35,2,1.1,-24,-22,3,-0.2
CC(=O)c1c(C)[nH]c(C(=O)Nc2nc(-c3ccccc3)c(C)s2)c1C,-10,0.1,-4,-2,1.0,-9,0,0,1.8
CCOC(=O)c1c(CN2CCOCC2)n(-c2ccccc2)c2ccc(O)cc12,24,-0.2,35,1,-0.7,8,-4,-11,0.9
O=C(NNc1ccccc1Br)C(=O)n1ccc2ccccc21,-20,1.2,23,-1,0.1,0,0,7,0.4
CCOc1ccc(C(=O)NCc2ccco2)cc1,1,0.1,24,3,0.6,-13,11,-16,-1.2
CC1(C)CC(=O)C=C(Nc2ccc(Br)cn2)C1,-2,0.1,21,1,1.1,-1,8,-9,0.2
CCCc1nnc(NC(=O)CCC(=O)Nc2ccc(F)cc2)s1,-14,-0.3,33,-3,0.6,-4,-6,-24,0.5
COc1ccc(OC)c(CN2C(=O)c3ccccc3C2C(=O)NCc2cccnc2)c1 (configuration not stated),21,-1.1,25,0,-0.6,-6,-11,-3,-1.6
Cc1ccc(C)c(OCc2n[nH]c(=S)o2)c1,24,0.7,-6,·,0.7,-3,-20,-33,0.3
